Screens deposited in PubChem by several laboratories.
DAX1 inh-1: blocks DAX1 repression of SF-1 activated StAR promoter. hit rate 1.1% among 370,000. AID 652010. HEK293T StAR-luciferase reporter, SF-1/DAX-1 repression relief. inhibition, % at 6.8 µM;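 active = inhibition above the mean over all tested compounds plus 3 SD, cut at about 3.6% in these data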;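 also: 0% = DAX-1 cells with DMSO and 100% = cells lacking DAX-1 with DMSO; higher inhibition means more luminescence from relief of DAX-1 repression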
DAX1 inh-2: inhibitors of human orphan nuclear receptor DAX1 (NR0B1). P51843. HEK293 Gal4-DAX1 luciferase reporter, luminescence. inhibition, % at 6.75 µM. hit rate 0.99% among 340,000. AID 504766;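 active = inhibition above the mean over all tested compounds plus 3 SD, cut at about 4.2% in these data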;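 also: 0% = DAX1-transfected cells with DMSO and 100% = empty-vector control cells with DMSO; inhibition shows as a rise in luminescence from relieved DAX1 repression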
PLC-beta3 inh: PLC-beta3 (human) inhibition, primary screen; Q01970; Purified PLC-beta3, fluorogenic substrate, fluorescence; inhibition, % at 12.2 µM; hit rate 0.18% among 370,000; in the data active = inhibition above about 11%;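 also: 0% = median of compound wells on plate and 100% = full blocker control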
Target sequence (Q01970 whole entry, looked up): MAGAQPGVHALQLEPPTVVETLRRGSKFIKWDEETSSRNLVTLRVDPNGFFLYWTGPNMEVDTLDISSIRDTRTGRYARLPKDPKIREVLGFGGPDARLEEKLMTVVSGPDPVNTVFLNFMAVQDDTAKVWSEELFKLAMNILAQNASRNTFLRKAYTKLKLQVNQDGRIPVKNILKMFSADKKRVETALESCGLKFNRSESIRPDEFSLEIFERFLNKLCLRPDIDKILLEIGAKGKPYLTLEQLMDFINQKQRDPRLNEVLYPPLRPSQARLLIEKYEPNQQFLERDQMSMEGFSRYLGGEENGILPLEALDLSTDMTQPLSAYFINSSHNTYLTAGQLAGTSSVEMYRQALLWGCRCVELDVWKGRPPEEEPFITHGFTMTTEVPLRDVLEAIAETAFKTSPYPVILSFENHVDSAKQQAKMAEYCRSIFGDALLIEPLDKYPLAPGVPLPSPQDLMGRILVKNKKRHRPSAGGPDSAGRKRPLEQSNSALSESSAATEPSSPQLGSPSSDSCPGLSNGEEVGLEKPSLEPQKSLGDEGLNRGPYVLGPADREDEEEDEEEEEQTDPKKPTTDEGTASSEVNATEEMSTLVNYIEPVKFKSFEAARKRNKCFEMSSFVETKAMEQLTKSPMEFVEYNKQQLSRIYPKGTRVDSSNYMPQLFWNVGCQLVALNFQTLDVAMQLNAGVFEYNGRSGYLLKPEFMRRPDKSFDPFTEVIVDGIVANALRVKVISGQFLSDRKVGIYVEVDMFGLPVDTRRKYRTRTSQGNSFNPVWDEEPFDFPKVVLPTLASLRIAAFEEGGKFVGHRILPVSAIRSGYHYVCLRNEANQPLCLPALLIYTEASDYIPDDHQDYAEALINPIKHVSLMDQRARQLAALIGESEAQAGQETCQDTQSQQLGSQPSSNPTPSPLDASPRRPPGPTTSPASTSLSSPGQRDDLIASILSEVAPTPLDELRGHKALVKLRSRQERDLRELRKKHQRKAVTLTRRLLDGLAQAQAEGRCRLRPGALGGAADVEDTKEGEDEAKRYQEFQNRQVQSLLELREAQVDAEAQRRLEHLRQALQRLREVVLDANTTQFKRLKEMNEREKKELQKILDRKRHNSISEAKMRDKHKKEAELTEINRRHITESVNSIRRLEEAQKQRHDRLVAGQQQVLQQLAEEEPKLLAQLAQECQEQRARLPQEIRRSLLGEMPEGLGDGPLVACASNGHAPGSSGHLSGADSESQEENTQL
hgDAF12 agonist: hgDAF-12 agonism, primary luciferase screen | activation, % at 6.8 µM | hit rate 1.8% among 370,000 | HEK293 GAL4-hgDAF12 UAS-luciferase reporter, agonist luminescence; normalized to butyrate control;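 active = activation above a cutoff set at the mean of all screened compounds plus 3 SD, cut at about 10% in these data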;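 also: 0% = DMSO wells and 100% = sodium butyrate wells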
SMARCA2 act: SMARCA2 function activation, primary screen; hit rate 1% among 370,000; activation, % at 9.1 µM; MG213 cells, MMTV-luciferase reporter, dexamethasone, overnight; in the data active = activation above about 7.8%;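 also: 0% = vehicle wells and 100% = reference activator wells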
sPLA2-III inh: Blocks human group III sPLA2 activity; Q9NZ20; QFRET BODIPY PC-A2 liposome hydrolysis, fluorescence; inhibition, % at 12.2 µM; hit rate 0.56% among 370,000; AID 743126;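 active = inhibition above mean plus 3 SD of compounds lying within the high and low control bounds, cut at about 19% in these data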;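 also: 0% = median of test compound wells and 100% = no enzyme DMSO wells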
ssDAF-12 act: activators of S. stercoralis DAF-12 nuclear receptor; HEK293 ssDAF-12/GRIP1 lit1-tk-luc reporter, luminescence; % of 3 µM dafachronic acid response; activation, % at 6.8 µM; hit rate 1% among 370,000; AID 652126;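 active = activation above the mean over all tested compounds plus 3 SD, cut at about 0.9% in these data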;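 also: 0% = DMSO-only wells and 100% = 3 µM delta7-dafachronic acid wells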
PG9 binder: small molecules binding HIV-1 gp120 antibody PG9; hit rate 0.43% among 360,000; AID 624416; inhibition, % at 6.7 µM; TR-FRET gp120-PG9 antibody binding; in the data active = inhibition above about 8.5%
hcDAF12 agonist: activators of H. contortus DAF-12 nuclear receptor. hit rate 1.4% among 370,000. activation, % at 6.8 µM. HEK293 hcDAF-12 lit1-tk-luc reporter, luminescence; 0% DMSO, 100% Δ7-dafachronic acid;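 active = activation above the mean of all tested compounds plus 3 SD, cut at about 5.5% in these data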;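 also: 100% = response to 3 µM Δ7-dafachronic acid high control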
FXN GAA850 act: activators of GAA850 frataxin (FXN) promoter. HEK293 lucGAA850 FXN promoter luciferase reporter, 24 h; percent of 10 µM SAHA response. activation, % at 6 µM. hit rate 0.56% among 360,000. AID 540364;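 active = activation above the average of all compounds screened plus 3 SD, cutoff fixed separately per campaign, cut at about 7.5% in these data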;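 also: 0% = DMSO wells and 100% = 10 µM SAHA wells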
NR1D1 modulator: modulates human Rev-erb alpha binding to DNA; P20393; Rev-erbα–FITC-DNA binding, fluorescence polarization, 90 min; activity, % at 10 µM; hit rate 0.79% among 370,000; AID 1259318;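 active = activity above about 14%, limit read from the data; passing the limit was not always enough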;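 also: 0% = DMSO wells with 35 nM protein and 100% = DMSO wells with 750 nM protein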
* marks the source's active call; other numbers are inactive results; . = no result given.

SMILES | DAX1 inh-1 | DAX1 inh-2 | PLC-beta3 inh | hgDAF12 agonist | SMARCA2 act | sPLA2-III inh | ssDAF-12 act | PG9 binder | hcDAF12 agonist | FXN GAA850 act | NR1D1 modulator
COc1cccc(NC(=O)c2ccc3c(c2)CCN3S(C)(=O)=O)c1 | -0.2 | 0.5 | 0 | 0.2 | -1 | -2 | -0.9 | 0.9 | -1.0 | 1.7 | 2
Cc1ccc(NC(=O)CSCC(=O)N(C)CC(=O)Nc2ccccc2C(F)(F)F)cc1 | 0.3 | -0.6 | -4 | 0.0 | -2 | 7 | -1.3 | 2.0 | -0.1 | 0.9 | 4
CN(C(=O)CN1C(=O)/C(=C/c2ccccc2F)SC1=S)C1CCS(=O)(=O)C1 (centres undefined) | 0.1 | 0.7 | 0 | 1.3 | 2 | 1 | -0.8 | -4.2 | -1.4 | -1.1 | -2
CC(=O)C1=C(C)OC(N)=C(C#N)C1c1cccc([N+](=O)[O-])c1 (centres undefined) | 0.9 | 0.8 | 3 | 0.8 | 2 | -2 | -1.2 | -1.0 | 0.0 | 2.5 | -1
CCS(=O)(=O)N1CCCC(C(=O)NCc2ccc3c(c2)OCO3)C1 (centres undefined) | -0.2 | 0.3 | 5 | -0.7 | -4 | 3 | -1.4 | 0.9 | -1.5 | -0.3 | 6
COc1cc2cc(C(=O)N/N=C/c3cccc(OC)c3OC)[nH]c2cc1OC | -0.6 | 1.4 | -148 | -1.2 | -2 | 6 | -0.8 | 2.8 | -1.1 | 0.7 | 6
C[C@H](NS(=O)(=O)c1ccc(Cl)cc1)C(=O)OCC(=O)c1ccc[nH]1 | 0.7 | -0.2 | -9 | 1.4 | -2 | 0 | -1.8 | 0.8 | -1.8 | 2.1 | -1
COc1cc(C(=O)O)nc2ccccc12 | -0.5 | 0.8 | 1 | -1.6 | -4 | 1 | -1.3 | -3.1 | -0.9 | -0.3 | -1
Cc1ccc(NC(=O)c2ccc(C#CC3(O)CCCCC3)cc2)cc1C | 0.0 | -0.7 | 0 | -1.6 | -2 | -4 | -0.9 | 0.4 | -1.9 | -4.2 | -1
O=C(O)C1Cn2c(nc3c(c2=O)C2(CCCC2)Cc2ccccc2-3)S1 (centres undefined) | 0.1 | 0.1 | -37 | 4.2 | 3 | -9 | -0.9 | -0.9 | -0.7 | 2.9 | 0
CCC(=O)NC(c1ccccc1)c1nc2ccccc2[nH]1 (centres undefined) | 0.6 | 3.8 | 1 | 2.9 | 8.5* | 3 | -1.2 | -1.1 | 1.7 | 4.1 | -1
COCCCN1CCC2(CCC(c3ccccc3)CC2)C1=O (centres undefined) | 0.9 | . | 4 | 0.3 | -1 | 0 | -0.8 | . | -1.2 | . | 2
Cc1ccc2oc(C(=O)NCc3ccc(S(N)(=O)=O)cc3)cc(=O)c2c1 | -0.3 | 0.9 | -14 | -4.3 | -2 | 0 | -0.9 | 1.1 | 0.5 | -0.2 | -1
CCOC(=O)c1cnc(SCC(C)C)nc1N | 2.8 | 1.8 | 5 | 11* | 6 | -3 | -0.1 | 0.6 | 2.1 | 3.6 | 0
NC(=O)c1ccccc1NC(=O)Nc1ccccc1Cl | -0.4 | 0.1 | -43 | -1.6 | 1 | 15 | -1.9 | 0.3 | -2.3 | -1.7 | -4
Cc1[nH]c2c(C)cccc2c1CCNS(=O)(=O)c1cccc([N+](=O)[O-])c1 | -0.1 | 0.7 | 2 | 0.0 | -3 | -34 | -0.7 | 1.4 | -1.8 | 1.1 | 1
CC(C)=CCN1CCN(Cc2c[nH]c3ccccc23)CC1CCO (centres undefined) | -0.1 | 0.2 | -6 | 3.5 | 1 | -15 | 0.9* | -0.7 | 2.6 | 2.4 | 1
COc1ccc(CCN2CC(C(=O)NCc3cc(C)on3)CCC2=O)cc1 (centres undefined) | 0.7 | 0.0 | -6 | -1.1 | -1 | 2 | -1.0 | 0.2 | 1.4 | -0.8 | 3
CC(O)(c1ccccc1)c1nc(-c2ccc(Cl)cc2)cs1 (centres undefined) | -2.0 | . | 2 | 2.6 | 0 | -21 | -1.0 | -0.9 | -2.0 | 2.1 | 1
Cc1oc(-c2ccc(Cl)cc2)nc1CSCC(=O)NCCCN1CCOCC1 | -0.6 | -2.5 | -3 | -2.9 | -3 | 5 | -1.9 | 1.2 | -1.4 | -2.2 | 1
COc1ccccc1CC(=O)N1CCCc2cc(C)ccc21 | -0.7 | -1.3 | 1 | -0.6 | -2 | -4 | -0.3 | -0.7 | -1.4 | -0.2 | 0
COc1cc(NC(=O)CN(C)S(=O)(=O)c2ccc3nc(C)sc3c2)cc(OC)c1 | -0.5 | 3.2 | -7 | -1.8 | 1 | -9 | -0.3 | -3.1 | -1.1 | 3.5 | -6
N#Cc1cccc(NC(=O)c2cc(C3CCCCN3C(=O)CCc3ccccc3)on2)c1 (centres undefined) | 1.8 | . | 3 | 0.6 | -3 | 9 | -1.2 | 1.4 | 0.1 | -0.2 | -1
Cc1ccc(CCc2nnc(SCC(=O)Nc3cc(Cl)ccc3Cl)n2-c2ccccc2)o1 | -0.8 | -2.2 | 1 | -0.5 | -4 | -35 | 0.0 | -0.5 | 2.8 | -1.4 | 1
Cc1ccc(OCC(=O)Nc2ccc(-c3nc4ncccc4o3)cc2)cc1 | -0.2 | -0.3 | -59 | 2.3 | 0 | 2 | -1.0 | 0.8 | -0.1 | -1.7 | 13
Following part
SMILES | DAX1 inh-1 | DAX1 inh-2 | PLC-beta3 inh | hgDAF12 agonist | SMARCA2 act | sPLA2-III inh | ssDAF-12 act | PG9 binder | hcDAF12 agonist | FXN GAA850 act | NR1D1 modulator
CC(=O)/C(N=Nc1c(C)n(C)n(-c2ccccc2)c1=O)=C(\C)O | -0.4 | -0.2 | 3 | 1.6 | 2 | 1 | -0.7 | -0.3 | -0.2 | -0.8 | 1
Cc1nc2ccccc2n(CC(=O)Nc2cc(Cl)cc(Cl)c2)c1=O | -0.3 | 1.3 | -10 | 4.2 | -1 | -6 | -1.0 | 1.3 | 1.4 | -1.5 | 6
Cc1ccccc1C(=O)N1CCN(CCNC(=O)C(=O)Nc2ccc(Br)cc2)CC1 | -4.5 | 0.5 | -7 | -2.8 | -2 | -10 | -1.4 | -1.0 | -3.6 | -1.2 | -6
CC1(C)c2cc(Cl)ccc2-n2c1cc(O)c(-c1ccccc1)c2=O | -0.1 | -0.8 | -13 | -1.8 | 0 | -2 | 0.1 | -1.9 | -1.4 | 2.5 | -5
Cc1ccnc(NC2(C(F)(F)F)N=C3SCCN3C2=O)c1 (centres undefined) | -0.9 | 0.1 | 2 | -0.5 | -4 | -1 | -1.6 | 1.3 | 0.6 | 0.3 | 3
CNC(=O)c1[nH]cnc1C(=O)Nc1ccccc1OC | -0.3 | 0.3 | 3 | -3.2 | 1 | 5 | -1.1 | 2.5 | -2.2 | 2.3 | 1
COC(=O)C1CCN(CC(=O)Nc2ccc(OC)c(Cl)c2)CC1 | -0.4 | 0.1 | 4 | -0.8 | 6 | 7 | -0.8 | -2.6 | -1.0 | -2.9 | 0
O=C(Cn1cc2c(n1)CCCCC2)NCc1ccccc1 | -0.1 | 2.3 | 0 | 2.1 | 1 | -3 | -0.8 | -4.1 | -3.2 | 0.3 | 6
COc1ccccc1N1CC(C(=O)OCC(=O)c2c(N)n(C)c(=O)n(C)c2=O)CC1=O (centres undefined) | 0.5 | 0.8 | 4 | 3.6 | -2 | 1 | -0.3 | -1.3 | 0.1 | -1.4 | 5
CNC(=S)N1CCC(NC(=O)C(Cc2ccc(F)cc2)NC(C)=O)CC1 (centres undefined) | 0.0 | 0.1 | -3 | 1.4 | -2 | 0 | -1.1 | -1.1 | -2.0 | 0.0 | 0
C=CCN=C1N[C@@H](c2ccccc2)C(C(=O)OC)=C(C)N1CCOC | 0.4 | 0.1 | 1 | -0.4 | -1 | 7 | -0.1 | -0.8 | 1.9 | -0.5 | 1
COc1cc(NC(=O)n2ncc3cc(Cl)ccc32)cc(OC)c1 | -0.2 | 0.0 | -7 | 0.7 | 1 | 9 | -1.1 | -2.9 | -1.7 | 2.4 | 0
CCOC(=O)c1sc(NC(=O)c2ccc(CC)s2)nc1C | 1.9 | 0.4 | 3 | 6.0 | 3 | -2 | -0.8 | -1.0 | 0.4 | 2.0 | 10
COc1ccccc1OCCc1nnc(N)s1 | -0.2 | -0.4 | 3 | 0.4 | 0 | 4 | -1.2 | 1.0 | -0.8 | -1.4 | -3
OCCN(Cc1ccccc1)Cc1cccc(Cl)c1Cl | -0.3 | 0.3 | 5 | 0.9 | 3 | 0 | -1.9 | -1.2 | -1.0 | 1.5 | 8
COc1ccc(N2CCN(C(C)C(=O)N3CCCC3)CC2)cc1 (centres undefined) | 0.2 | -0.2 | -6 | 0.9 | -4 | -1 | -0.6 | -0.5 | 4.4 | 1.6 | -2
Cn1c(=O)c2cc(NC(=O)CCc3ccccc3)ccc2n1-c1ccccc1F | -2.8 | . | -370 | 3.6 | -1 | -8 | -0.7 | 0.7 | 0.3 | -4.2 | 3
COC(=O)C1=CN(c2ccccc2OC)C(N)=C(C#N)C1c1cccc([N+](=O)[O-])c1 (centres undefined) | -3.9 | . | -47 | 1.3 | -1 | -2 | -1.2 | 0.6 | -0.5 | . | 4
COC(=O)/C=C1\Nc2ccc(Cl)cc2C(=O)NC1=O | -0.2 | . | -213 | -1.7 | 0 | 7 | -0.9 | 2.8 | 0.8 | . | 4
CCNc1nc(Oc2ccc(=O)[nH]n2)nc(N2CCOCC2)n1 | 0.1 | 1.6 | 3 | -0.5 | 2 | 0 | -1.0 | -2.3 | -1.3 | 1.8 | 0
Cn1c(=O)c(=O)n(C)c2cc(S(=O)(=O)N3CCCC3C(=O)Nc3ccc(F)cc3)ccc21 (centres undefined) | 0.3 | 1.0 | -12 | -0.8 | -1 | 4 | -0.6 | 0.5 | 0.1 | -1.3 | -7
COc1ccc(C(=O)N2CC(c3ccccc3)CC2=O)cc1 (centres undefined) | 0.1 | 0.2 | -4 | 0.9 | 2 | 0 | -0.8 | 0.7 | -0.1 | 1.8 | -2
COc1ccc(-c2c3c(=O)n(C)c(=O)n(C)c3cn2Cc2cccnc2)cc1 | 0.2 | -0.5 | -1 | 3.7 | 3 | 9 | -1.1 | 0.5 | 0.0 | -0.6 | -6
Cc1ccc(N2C(N)=C(C#N)C3(C(=O)N(C)c4ccccc43)C3=C2CC(C)(C)CC3=O)cc1Cl (centres undefined) | -0.2 | -2.2 | -1 | -0.7 | -1 | -13 | -1.9 | -1.1 | -2.4 | -2.6 | 1
CC1(c2ccc3c(c2)OCCO3)NC(=O)N(CC(=O)Nc2c(F)cccc2F)C1=O (centres undefined) | -0.4 | -0.5 | -5 | 0.1 | -2 | 11 | -1.1 | 0.6 | -1.1 | 1.9 | 0

Laid out differently: results already given.
Structure,DAX1 inh-1,DAX1 inh-2,PLC-beta3 inh,hgDAF12 agonist,SMARCA2 act,sPLA2-III inh,ssDAF-12 act,PG9 binder,hcDAF12 agonist,FXN GAA850 act,NR1D1 modulator
CC1(C)c2cc(Cl)ccc2-n2c1cc(O)c(-c1ccccc1)c2=O,-0.1,-0.8,-13,-1.8,0,-2,0.1,-1.9,-1.4,2.5,-5
COC(=O)C1CCN(CC(=O)Nc2ccc(OC)c(Cl)c2)CC1,-0.4,0.1,4,-0.8,6,7,-0.8,-2.6,-1.0,-2.9,0
